High-throughput results as filed in PubChem BioAssay.
AI-2 QS modul: modulates the Vibrio harveyi AI-2 quorum sensing system. Vibrio harveyi JMH597 AI-2 luminescence/OD600 ratio, 9 h; stronger effect = lower value; strain lacks LuxN and CqsS sensors; 0 = neutral-control median. activity change, % at 7.5 µM. actives 0.4% (n = 300,000). AID 2094; in the data active means activity change below about -75%, passing the limit was not always enough;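 further: luminescence divided by OD600 gain over 9 h not by final OD600 alone; inactives centre near 13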
aSyn 5UTR inh: MLPCN primary screen, SNCA 5' untranslated region | inhibition, % (tested at 7.5 µM) | alpha-synuclein 5'UTR reporter, inhibitor activity | actives 0.82% (n = 300,000); in the data active means inhibition above about 60%;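 further: H4 neuroglioblastoma cells stably carrying SNCA 5'UTR luciferase fusion; 0% = DMSO wells and 100% = positive control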
IEC-6 tox: counter-screen for KLF5 inhibitors: cytotoxicity in IEC-6 cells; inhibition, % at 5 µM; actives 0.78% (n = 290,000); AID 1825; IEC-6 cytotoxicity, luminescence viability; in the data active means inhibition above about 22%;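 further: 0% = plate median of test compound wells and 100% = cytotoxic reference compound wells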
HSP90 inh: inhibitors of HSP90 luciferase refolding in rabbit reticulocyte lysate. luciferase refolding luminescence, 3 h. inhibition, % at 5.6 µM. actives 0.91% (n = 290,000). AID 1789;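 active means inhibition above the screen-wide mean plus 3 SD, computed separately per campaign, cut at about 16% in these data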;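 further: 0% = DMSO wells and 100% = 60 µM geldanamycin wells; inhibitors lower the luminescence because luciferase stays unfolded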
GSK3beta inhib: human GSK3beta kinase inhibition. activity score (negative = inhibition), % at 10 µM. P49841. actives 0.038% (n = 300,000). GST-GSK3beta kinase, ADP-Glo luminescence, 60 min; stronger effect = lower value;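 active means more than half of replicate wells score below -50%, meaning over 50% inhibition versus plate controls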;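 further: 0% = median DMSO wells and -100% = median GW8510 positive control wells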
Target sequence (P49841 whole entry, looked up): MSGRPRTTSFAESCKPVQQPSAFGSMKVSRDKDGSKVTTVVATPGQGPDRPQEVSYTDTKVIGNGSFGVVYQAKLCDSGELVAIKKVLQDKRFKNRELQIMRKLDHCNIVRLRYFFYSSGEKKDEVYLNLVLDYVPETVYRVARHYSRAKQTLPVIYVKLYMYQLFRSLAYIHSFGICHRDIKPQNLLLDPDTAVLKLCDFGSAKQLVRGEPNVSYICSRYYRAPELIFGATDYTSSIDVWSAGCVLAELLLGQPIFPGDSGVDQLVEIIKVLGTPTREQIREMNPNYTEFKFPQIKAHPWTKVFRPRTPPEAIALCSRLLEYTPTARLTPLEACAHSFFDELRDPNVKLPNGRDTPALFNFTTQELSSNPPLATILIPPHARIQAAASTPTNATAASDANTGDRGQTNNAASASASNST
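test system = GST-tagged human GSK3beta kinase, cell-free | reagent = 25 µM ATP with peptide substrate | dosing = one dose of 10 µM per compound | schedule = 60 min reaction, RT | detection = luminescent ADP-Glo measurement of ADP formed | control set = DMSO neutral wells and GW8510 at 20 µM as positive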
KLF5 inhibitor: suppresses KLF5 promoter-driven expression | DLD-1 KLF5 promoter-luciferase reporter, luminescence | inhibition, % at 5 µM | actives 0.23% (n = 290,000) | AID 1700;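 active means inhibition above a per-plate limit of that plate's mean compound inhibition plus 3 SD, cut at about 60% in these data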;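 further: 0% = DMSO wells and 100% = LY294002 at 200 µM; higher means less KLF5 promoter-driven luciferase light; inactives centre near -14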
HSF1 activator: increases HSF-1 driven luciferase reporter signal; AID 504408; activation, % at 9 µM; NIH3T3-HGL HSF-1 luciferase reporter, MG132, 8 h; 100% = twice DMSO control signal; actives 1.7% (n = 300,000);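 active means mean replicate activation of at least 50% with a set share of replicates each reaching 50%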;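 further: 0% = median of the neutral control wells and 100% = twice that signal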
HSF1 inh: HSF1 inhibition; NIH3T3-HGL HSE-luciferase, MG132-induced, luminescence 8 h; stronger effect = lower value; activity change, negative = inhibition, % at 7.5 µM (by protocol); actives 0.77% (n = 300,000);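 active means more than half of replicate wells show activity change below -50%, luminescence cut by over half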;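 further: luciferase reports HSF-1 transcriptional activity via heat shock element; 0% = median of DMSO wells and -100% = zero luminescence signal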
HIF activator: HIF pathway transcriptional activation | U2OS HRE-luciferase reporter, luminescence; normalized: DMSO 0%, desferrioxamine 100% | activation, % at 7.5 µM (by protocol) | actives 0.32% (n = 300,000) | AID 1910;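 active means mean activation of at least 10% of the iron chelator positive control signal, with at least half of replicates also reaching 10%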
GSK3A inh: inhibitors of human GSK-3 alpha kinase. actives 0.1% (n = 320,000). P49840. ADP-Glo luminescence, 60 min. inhibition, % at 10 µM;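 in the data active means inhibition above about 50%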;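 further: GST-tagged GSK-3 alpha with peptide substrate and 25 µM ATP; 0% = DMSO neutral wells and 100% = GW8510 positive control wells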
Target sequence (P49840 whole entry, looked up): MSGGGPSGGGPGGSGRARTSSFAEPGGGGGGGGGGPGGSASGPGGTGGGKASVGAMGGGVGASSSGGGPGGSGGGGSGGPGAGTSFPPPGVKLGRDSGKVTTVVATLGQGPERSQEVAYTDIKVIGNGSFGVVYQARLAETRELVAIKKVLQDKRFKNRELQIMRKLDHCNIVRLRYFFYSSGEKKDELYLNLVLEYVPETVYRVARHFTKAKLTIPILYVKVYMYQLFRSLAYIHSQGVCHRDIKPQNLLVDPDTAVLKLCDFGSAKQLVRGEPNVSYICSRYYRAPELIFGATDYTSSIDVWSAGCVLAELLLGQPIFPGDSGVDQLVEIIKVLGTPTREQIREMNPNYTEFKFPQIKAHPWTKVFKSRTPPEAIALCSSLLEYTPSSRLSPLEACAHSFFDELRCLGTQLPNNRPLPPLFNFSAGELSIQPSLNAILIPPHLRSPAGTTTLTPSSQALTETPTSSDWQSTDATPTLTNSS
An asterisk follows results filed as active; x = not tested or not shown.

SMILES	AI-2 QS modul	aSyn 5UTR inh	IEC-6 tox	HSP90 inh	GSK3beta inhib	KLF5 inhibitor	HSF1 activator	HSF1 inh	HIF activator	GSK3A inh
O=C(/C=C/Nc1ccc(Nc2ccccc2)cc1)c1cccs1	8	-170	3	2	-1	0	-17	-2	4.2	x
Cc1nn(Cc2ccccc2)c(C)c1/C=N/NC(=O)c1ccccc1O	6	28	5	3	3	2	-26	-4	-0.7	0
O=C(N/N=C/c1cc(Br)cs1)c1c[nH]c2ccccc12	-20	-68	3	9	-6	-4	49	18	0.8	1
CC1CCCC1/C(=N/O)c1ccccc1 (stereo not drawn)	-5	9	5	-4	1	-24	5	-5	-3.5	-1
CC(=O)c1c(C)[nH]c(C(=O)CN2C(=O)NC(CCc3ccccc3)C2=O)c1C (stereo not drawn)	15	-24	1	-1	2	4	16	1	-0.5	-1
CCC(=O)Nc1nonc1-c1nc2ccccc2n1Cc1ccccc1	19	47	-9	-2	1	-25	-1	6	0.0	1
O=C(O)c1ccccc1C(=O)NNc1cccc(Cl)n1	4	-108	5	-2	6	-22	39	14	1.4	1
Cc1nn(S(=O)(=O)c2ccc(Br)cc2)c(C)c1S(=O)(=O)N1CCOCC1	-1	8	-1	-4	0	-15	-2	-4	-0.4	-1
COc1ccc(CC(=O)N/N=C(\C)c2cccs2)cc1OC	23	x	-7	-6	5	-21	x	x	x	x
O=c1cc(CN2CCc3ccccc32)c2ccc(O)cc2o1	-19	17	-6	-2	-6	-10	26	-7	-0.4	12
CCOC(=O)Nc1c(O)ccc2oc(C)c(-c3ccccc3)c12	1	2	-11	2	-2	-8	18	4	0.0	2
Cc1cc(C)c2oc(=O)cc(CN3CCN(Cc4ccccc4)CC3)c2c1	0	8	0	1	-1	-13	-5	-8	-1.1	0
O=S(=O)(Nc1cccc2c1CCCC2)c1ccc(Cl)cc1	2	15	-2	-5	-1	-5	0	9	-0.5	-3
CC(=O)Oc1ccc2c(C)cc(=O)oc2c1C(=O)c1ccccc1	32	-11	3	-4	0	0	x	x	x	3
COc1ccc(CC(=O)N2CCc3ccccc32)cc1	19	-74	-4	-1	0	-49	17	18	1.4	3
O=C(CCNS(=O)(=O)c1ccccc1)Nc1ccccc1	16	-9	1	-2	0	-20	-1	0	0.1	-1
CC(C)Cn1cnc2c1c(=O)[nH]c(=O)n2Cc1ccccc1	20	0	-6	-6	5	-42	2	-2	-0.4	-1
Clc1ccc(CSc2nnc(-c3ccccn3)n2Cc2ccco2)c(Cl)c1	3	12	-2	3	4	-28	50	34	-0.4	-2
CC1CCC(NC(=O)c2cccc(S(=O)(=O)NCc3ccccc3)c2)CC1 (stereo not drawn)	25	21	x	x	-1	x	-9	-3	0.5	0
CC(=O)O[C@H]1C2OC(=O)C(C)=C2[C@@H]2OC(=O)[C@]3(CCC4OC41C)OC23 (stereo partly drawn)	21	-38	1	2	3	19	16	-1	-0.1	-4
O=C(Nc1ccc(-n2cc(Br)cn2)cc1)c1ccncc1	17	-68	8	-5	5	-4	31	-1	1.6	0
COc1ccc(/C=C/CN2CCCC(CO)(Cc3cccc(Cl)c3)C2)cc1 (stereo not drawn)	13	-4	2	4	1	-20	14	2	0.2	1
CCCCn1nnc(N(C(=O)c2cccs2)C(=O)c2cccs2)n1	14	-89	1	5	2	-33	x	x	x	x
CNCC(O)c1ccc(O)c(O)c1 (stereo not drawn)	16	3	x	x	-1	x	-11	-1	-0.3	0
CCCC(=O)Nc1ccc2oc(-c3ccc(OC)c(Br)c3)nc2c1	1	-118	7	-1	-16	-25	22	-4	1.2	3
Cc1cc(C)n(C(=O)c2ccc(NC(=O)C3CC3)cc2)n1	13	-5	-4	-2	2	-37	0	10	-0.2	-5
CCCC(=O)Nc1cc(C)cn(Cc2c(F)cccc2Cl)c1=O	19	9	-2	1	0	-50	-31	-15	0.0	1
COc1ccc(OCC(=O)Nc2ccc(N3CCN(C(=O)c4ccccc4)CC3)c(Cl)c2)cc1	29	-2	7	2	2	0	4	-6	0.1	-1
Cc1ccc(S(=O)(=O)NCC(=O)OCC(=O)N2N=C(c3ccc(Cl)cc3)CC2c2ccco2)cc1C (stereo not drawn)	3	16	-7	-1	-3	-30	32	5	-0.1	-3
Cc1ccc(/C(N)=N/OC(=O)c2ccc(C)cc2Cl)cc1	5	14	-4	28*	-2	-62	-70	-63*	0.4	-6
O=[N+]([O-])c1ccccc1OCCCn1cnc2ccccc21	13	-100	2	0	3	-137	25	34	4.4	x
CC(C)=NNC(=O)C1=NNC(=O)C1	5	3	-3	0	0	-8	-17	-5	-0.4	0
Cc1ccc(CN2C(=O)CSc3ccc(C(=O)NC4CC4)cc32)cc1	4	-6	3	1	4	-8	16	6	-1.4	0
CCN(CC)c1ccc(/C=N/N2CCOCC2)c(O)c1	1	-157	-8	-2	-1	-4	-5	-6	2.0	-2
O=C(NNC(=O)c1ccccc1O)c1ccc(NS(=O)(=O)c2ccc(F)cc2)cc1	-9	-6	x	x	3	x	-2	0	-0.6	0
CC(=O)c1cccc(Nc2nc3ccccc3n3cnnc23)c1	6	-27	2	1	-1	-22	-14	-3	1.5	-1
COc1ccc(S(=O)(=O)N2CCCCC2)cc1NC(=O)Cc1sc(C)nc1-c1ccc(F)cc1	16	-1	x	x	2	x	14	8	0.1	x
O=C(Cn1nc(C(F)(F)F)c2c1CCC2)N1CCN(c2ccccc2)CC1	18	14	-2	0	0	-37	6	7	0.2	-1
Cn1cccc1/C=C1\SC(=Nc2ccc(O)cc2)NC1=O	7	-47	90*	2	0	46	-34	-25	4.7	10
Cc1cc(C)c(-c2c(O)c3ccccc3n(C)c2=O)c(C)c1	3	13	x	x	2	x	-9	-9	-0.2	0
O=C(CCCCl)NC1=NN(c2ccccc2)C(=O)C1	x	x	-2	1	x	-14	x	x	x	-2
COc1ccccc1Nc1nnc(SCC(=O)N2CCCC2=O)s1	15	-16	-6	4	1	-18	5	2	0.1	-1
C=CCNC(=O)C1CC(=O)N(c2ccc(OCC(=O)Nc3ccccc3)cc2)C1 (stereo not drawn)	9	-94	0	-3	-3	-142	53*	21	x	0
Cc1cccc(C)c1OCCCCN1CCCCC1	4	0	0	-2	1	-29	-9	-2	-1.6	-2
C=CCn1c(N)c(C(=O)NCC2CCCO2)c2nc3ccccc3nc21 (stereo not drawn)	24	24	7	5	-1	1	11	3	-0.2	12
Cc1cc(S(=O)(=O)NC2CCCCC2)ccc1OCC(=O)N1CCOCC1	19	1	0	2	1	-23	0	-11	-0.1	1
O=C(NCC(=O)N1CCCC(C(F)(F)F)C1)c1ccccc1F (stereo not drawn)	26	-56	x	x	1	x	-22	-2	-0.8	1
CCOC(=O)c1nn(-c2ccc(F)cc2)c2nc(-c3ccccc3)c(C#N)c(=O)n12	-4	0	-4	0	-1	-17	21	2	-0.2	1
Cc1cc(N2C(=O)C(O)=C(C(=O)c3ccco3)C2c2ccccc2F)no1 (stereo not drawn)	21	4	-1	-2	7	-11	-9	-5	-0.2	-3
O=C(Nc1cnc2ccccn2c1=O)c1ccc(F)cc1	2	-92	1	2	0	-83	34	20	2.6	1
Cc1cc(C)c(S(=O)(=O)Nc2ccc(Cl)cn2)c(C)c1	4	3	3	2	5	5	8	-9	-0.3	1
O=C(Cn1cnc2ccccc21)Nc1ccccc1-c1ccccc1	4	19	4	1	-2	-19	-14	0	-0.5	-3
OC(c1ccccc1)c1nc2ccccc2[nH]1 (stereo not drawn)	31	6	-1	-3	-4	-29	3	-1	-1.0	3
COc1ccc(C/C(C)=N/NC(=O)c2cccnc2)cc1	20	-11	-2	0	3	-20	8	-8	-0.4	0
Cn1c(C(=O)NCCN2CCc3ccccc3C2)cc2c(=O)n(C)c3ccccc3c21	13	-25	7	1	0	-38	10	0	0.3	x
Cc1ccc(-c2nn(-c3ccccc3)cc2C2CC(c3cccs3)=NN2C(=O)CCC(=O)O)cc1 (stereo not drawn)	23	20	-1	3	-1	-14	x	x	x	-8
Cc1cc(C)c(S(=O)(=O)NCCC2CCCN2C)c(C)c1 (stereo not drawn)	4	-2	4	2	1	-10	42	1	-0.2	-2
C[C@@H](C(=O)NCc1ccccn1)[C@H]1C[C@]1(C)[C@H](NC(=O)OCc1ccccc1)c1ccccc1	10	0	0	-2	5	-7	-4	4	-0.6	-2
CN1/C(=C\C=C2/C(=O)Oc3ccccc3C2=O)C(C)(C)c2ccccc21	8	-123	6	-4	3	31	26	6	2.9	-1
O=C(Cc1n[nH]c(=O)[nH]c1=O)N/N=C/c1ccccc1	8	-2	4	1	2	-14	43	12	-0.3	-4

3 records picked at random from the list so far:
SMILES	AI-2 QS modul	aSyn 5UTR inh	IEC-6 tox	HSP90 inh	GSK3beta inhib	KLF5 inhibitor	HSF1 activator	HSF1 inh	HIF activator	GSK3A inh
COc1ccc(C/C(C)=N/NC(=O)c2cccnc2)cc1	20	-11	-2	0	3	-20	8	-8	-0.4	0
O=C(CCCCl)NC1=NN(c2ccccc2)C(=O)C1	x	x	-2	1	x	-14	x	x	x	-2
Cc1ccc(S(=O)(=O)NCC(=O)OCC(=O)N2N=C(c3ccc(Cl)cc3)CC2c2ccco2)cc1C (stereo not drawn)	3	16	-7	-1	-3	-30	32	5	-0.1	-3

The list goes on.
SMILES	AI-2 QS modul	aSyn 5UTR inh	IEC-6 tox	HSP90 inh	GSK3beta inhib	KLF5 inhibitor	HSF1 activator	HSF1 inh	HIF activator	GSK3A inh
O=C1/C(=C\Nc2ccc(OC(F)(F)F)cc2)CCN1c1ncccn1	28	-201	2	0	0	-3	-3	-1	0.7	-2
CCC[N+](CC#CCO)(CC#Cc1ccccc1)CCC	4	-8	-5	12	2	-15	4	-10	-0.5	7
CC(C)OCC(O)CN1CCN(CCN2C(=O)c3cccc4cccc(c34)C2=O)CC1 (stereo not drawn)	20	-35	7	-4	2	-10	40	8	0.0	0
COc1ccc(C(=O)NCCCN2CCCC2=O)cc1	19	-12	0	0	-1	-6	0	-3	3.1	0
O=S(=O)(/C=C/c1ccccc1)Oc1ccccc1	-1	-80	-6	1	3	-58	-22	-3	1.1	0
CCOC(=O)N1CCN(C(=O)CSCC(=O)Nc2nc(-c3ccc4c(c3)OCO4)cs2)CC1	x	x	11	9	x	-40	x	x	x	-1
O=C(NNS(=O)(=O)c1ccccc1F)c1sccc1-n1cccc1	21	-22	6	-1	2	-14	7	6	0.1	2
O=C(NC(=S)Nn1cnnc1)c1ccccc1Br	13	4	-2	-2	1	-13	-15	-5	0.6	-2
Cc1cccc(C(=O)Nc2ccc(C(=O)Nc3ccc(O)cc3)cc2)c1	47	6	12	-3	-1	7	4	14	0.1	0
CCN(CC)CCCN(C(C)=O)c1nc(-c2cc(OC)ccc2OC)cs1	4	10	2	-3	-4	-57	37	10	-0.2	10
Cc1ccc(C(=O)N2CCCCC2)cc1S(=O)(=O)N1CCOCC1	27	-2	3	-3	2	-17	-3	-1	-9.5	0
O=C(CC1C(=O)NCCN1Cc1c(F)cccc1Cl)NCCc1ccccn1 (stereo not drawn)	23	3	1	-2	1	-21	7	2	-0.4	-1
COc1ccc(NC(=O)CCOc2ccccc2)cc1	2	-126	-3	-5	-11	-112	13	18	2.4	-1
